Screening results from PubChem.
RXFP1 antag – qHTS Assay for Antagonists of the Relaxin Receptor RXFP1; 350,000 tested, 0.59% active; Relaxin receptor 1 (Homo sapiens), Q9HBX9; activity change, negative = inhibition, % at 57.5 µM; AID 1259400, 2018; HEK293-RXFP1, relaxin-stimulated cAMP HTRF, 30 min; hits give low values;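 active = activity change of -60% or lower, but not beyond a set lower limit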; also: % is scaled to controls: 0 for no effect and ±100 for the full control effect
D2 agonist – HTS Assay for Allosteric Agonists of the Human D2 Dopamine Receptor: Primary Screen for Agonists; HEK293 T-REx D2 cells, calcium flux agonist mode; activation, % at 2 µM; 340,000 tested, 0.53% active; AID 485358, 2010;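 active = activation over 3 SD above normal in the single-dose calcium agonist read, cut at about 30% in these data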; also: 0% is about no effect
Target sequence (P14416 whole entry, looked up): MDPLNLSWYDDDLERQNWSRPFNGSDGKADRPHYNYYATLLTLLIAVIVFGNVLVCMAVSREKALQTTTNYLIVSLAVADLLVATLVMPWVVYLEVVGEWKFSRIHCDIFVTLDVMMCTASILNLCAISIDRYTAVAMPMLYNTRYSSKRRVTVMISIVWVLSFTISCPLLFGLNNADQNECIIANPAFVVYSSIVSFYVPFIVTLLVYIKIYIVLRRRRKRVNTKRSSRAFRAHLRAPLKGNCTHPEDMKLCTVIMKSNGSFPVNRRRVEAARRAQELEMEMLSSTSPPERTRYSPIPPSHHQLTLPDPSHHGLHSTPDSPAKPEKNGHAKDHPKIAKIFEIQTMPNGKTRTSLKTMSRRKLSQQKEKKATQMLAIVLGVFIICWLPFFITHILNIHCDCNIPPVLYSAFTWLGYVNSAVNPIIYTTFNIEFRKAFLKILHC
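Agonism is scored from calcium flux in a force-coupled, inducible HEK293 cell line expressing D2, read kinetically for 180 s after compound addition against dopamine controls.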
TRHR PAM – qHTS for Small Molecule Agonists and Allosteric Enhancers of Human TRH Receptor: Primary Screen for Enhancers. Thyrotropin-releasing hormone receptor (Homo sapiens), P34981. TRHR cells, fluo-8 calcium fluorescence, EC20 TRH enhancement. enhancement, % at 2 µM. 360,000 tested, 0.66% active; in the data active = enhancement above about 30%; also: 0% is about no effect
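TRHR-expressing cells loaded with fluo-8 calcium dye were read kinetically (ex 480/em 530) during compound addition, then stimulated with an EC20 of TRH (10 nM final). Enhancement of the Gq-mediated intracellular calcium response was scored.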
D1 antag – Antagonist of Human D 1 Dopamine Receptor: qHTS; HEK293 TREx D1 cells, calcium flux, dopamine EC80; hits give low values; D(1A) dopamine receptor (Homo sapiens), P21728; 360,000 tested, 3.2% active; activity change, negative = inhibition, % at 10 µM; in the data active = activity change below about -30%; also: % is scaled to controls: 0 for no effect and ±100 for the full control effect
Target sequence (P21728 whole entry, looked up): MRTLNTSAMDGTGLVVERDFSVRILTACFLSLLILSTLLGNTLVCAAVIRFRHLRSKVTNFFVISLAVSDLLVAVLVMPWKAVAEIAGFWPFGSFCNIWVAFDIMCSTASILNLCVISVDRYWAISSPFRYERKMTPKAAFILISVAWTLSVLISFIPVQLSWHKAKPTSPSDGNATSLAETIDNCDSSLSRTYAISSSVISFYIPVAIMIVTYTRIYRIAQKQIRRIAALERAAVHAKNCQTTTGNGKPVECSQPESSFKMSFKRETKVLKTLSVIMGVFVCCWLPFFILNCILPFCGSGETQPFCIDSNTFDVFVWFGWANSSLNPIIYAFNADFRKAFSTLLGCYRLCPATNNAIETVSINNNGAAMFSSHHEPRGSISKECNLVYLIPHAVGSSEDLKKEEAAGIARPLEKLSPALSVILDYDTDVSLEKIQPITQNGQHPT
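After overnight tetracycline induction at 30 C, force-coupled D1 HEK293 cells took up a no-wash calcium dye at room temperature. Compounds were added and monitored 180 s, and the response to EC80 dopamine was then recorded.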
D1 agonist – Allosteric Agonists of the Human D1 Dopamine Receptor: qHTS | 360,000 tested, 1% active | HEK293 T-REx D1 cells, calcium flux, agonist mode | activation, % at 2 µM | AID 504660, 2011; in the data active = activation above about 30%; also: 0% is about no effect
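Inducible HEK293 T-REx D1 cells, force-coupled to calcium signalling, were plated at 4000 cells/well with tetracycline and held overnight at 30 C. After no-wash calcium dye loading, compound-evoked calcium rise over 180 s flagged agonists.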
RXFP1 agonist – qHTS Assay for Agonists of the Relaxin Receptor RXFP1; Relaxin receptor 1 (Homo sapiens), Q9HBX9; HEK293T-RXFP1 cAMP TR-FRET, 30 min; response scale: percent of porcine relaxin response, buffer zero; Potency, µM (titrated, usually from 57.5 µM), inactives show top-dose activation, actives largely listed as activators; 370,000 tested, 0.3% active; AID 2676, 2010; active = well fitted activation curve with a large enough effect; also: potency is read from the fitted curve at half-maximal effect; % is scaled to controls: 0 for no effect and ±100 for the full control effect; nearly all actives have a fitted effect of over 60% in size; many of its hits are not listed in these tables
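HEK293T cells stably expressing RXFP1 were pretreated with the PDE4 inhibitor Ro 20174, exposed to compounds for 30 min at 37C, lysed, and cAMP was read by TR-FRET. Data normalized to buffer (basal) and 29 nM porcine relaxin (100%).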
D2 antag – HTS Assay for Allosteric Antagonists of the Human D2 Dopamine Receptor: Primary Screen for Antagonists | HEK293 TREx D2 cells, calcium flux, dopamine EC80 | AID 485344, 2010 | D(2) dopamine receptor (Homo sapiens), P14416 | inhibition, % at 10 µM | 340,000 tested, 2% active; in the data active = inhibition above about 30%; also: 0% is about no effect
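Calcium flux kinetic readout in an inducible HEK293 TREx D2 line plated overnight at 30 C. After 180 s compound exposure, an EC80 dopamine challenge follows with another 180 s kinetic read to detect antagonism.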
D2 PAM – HTS Assay for Positive Allosteric Modulators of the Human D2 Dopamine Receptor: Primary Screen for Potentiators | 340,000 tested, 0.34% active | D(2) dopamine receptor (Homo sapiens), P14416 | potentiation, % at 10 µM | AID 485347, 2010 | HEK293 T-REx D2, calcium flux, EC20 dopamine potentiation;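 active = potentiation over 3 SD above the plate norm, cut at about 30% in these data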; also: 0% is about no effect
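Cells plated with tetracycline inducer and held overnight at 30 C; calcium dye loaded 30–90 min at room temperature; baseline taken, compound added and read 180 s; EC20 dopamine then added and read 180 s.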
D1 potentiator – Potentiators of Human D1 Dopamine Receptor: qHTS | HEK293 TREx D1 cells, calcium flux, dopamine EC20 potentiation | potentiation, % at 10 µM | 360,000 tested, 0.036% active | D(1A) dopamine receptor (Homo sapiens), P21728; in the data active = potentiation above about 30%; also: 0% is about no effect
Starred values were filed as active, the others as inactive; nt = not tested or not shown. An excerpt; rates above refer to the full screens.

SMILES | RXFP1 antag | D2 agonist | TRHR PAM | D1 antag | D1 agonist | RXFP1 agonist | D2 antag | D2 PAM | D1 potentiator
C#CCn1c(C)cc(C)c(S(=O)(=O)c2ccccc2)c1=O | 0.4 | 0.5 | -0.8 | 2.8 | 8.3 | 5.6% | -1.2 | 8.0 | 0.1
CCCN(CCC)CCCNC(=O)Cn1ncc2c3ccccc3n(Cc3ccccc3F)c2c1=O | -4.1 | 0.4 | -0.1 | 20.1 | 10.3 | 12.4% | nt | -4.1 | -2.4
O=C(Cn1cnc2ccccc2c1=O)NCC1COc2ccccc2O1 (configuration not stated) | 4.7 | -0.1 | 38.9* | nt | -2.2 | 0.9% | -8.9 | -10.4 | -1.6
COC(=O)c1ccc(S(=O)(=O)N2CCC(C(N)=O)CC2)n1C | 11.7 | 1.9 | 4.0 | 4.2 | 1.0 | -1.6% | -7.7 | 0.7 | 2.2
O=C(Nc1ccc(F)cc1)N1CCCCCC1 | 2.7 | 0.3 | -2.3 | 12.7 | 0.1 | -1.1% | 7.5 | 5.6 | -1.6
COc1ccccc1OCC(=O)Nc1nc2c(s1)CCCC2 | -33.6 | 0.7 | 8.0 | 3.3 | 4.7 | -0.3% | 21.9 | -10.9 | -3.6
Cc1c(C)n(Cc2ccc(Cl)cc2)c2ccc(C(=O)N3CCN(c4ccccc4F)CC3)cc12 | -18.8 | -0.1 | 0.1 | -18.2 | 4.3 | -0.7% | nt | 8.9 | -0.3
COc1ccc(-n2ccn3c(CCC(=O)N4CCN(c5cccc(C)c5C)CC4)nnc3c2=O)cc1 | 20.9 | 0.0 | 2.5 | -9.9 | 0.5 | 0.2% | -6.5 | 11.1 | 2.1
CCCN1CC(=O)N2C(c3cccc(OC)c3OC)c3[nH]c4ccccc4c3C[C@H]2C1=O (some centres not stated) | 4.4 | 2.4 | 18.8 | 6.7 | 12.9 | 6.5% | -7.8 | 3.9 | -1.7
COc1ccccc1NC(=O)CCc1nnc2ccc(NCc3ccco3)nn12 | -4.5 | 0.1 | 0.1 | -3.1 | 0.5 | 1.6% | -5.9 | 7.6 | -3.7
CNC(=S)N1CCn2cccc2C1c1ccc(F)cc1 (configuration not stated) | -12.8 | -1.0 | -4.7 | -0.1 | 3.3 | 0.3% | -10.0 | 11.1 | -1.4
COc1ccc(N2C(C(C)=O)=NN(c3ccccc3)C2c2cccs2)cc1 (configuration not stated) | nt | 0.3 | -0.3 | -0.5 | 1.4 | 0.9% | 12.9 | -7.0 | -5.0

Filtered by structure: the compounds so far with fluorine
SMILES | RXFP1 antag | D2 agonist | TRHR PAM | D1 antag | D1 agonist | RXFP1 agonist | D2 antag | D2 PAM | D1 potentiator
CCCN(CCC)CCCNC(=O)Cn1ncc2c3ccccc3n(Cc3ccccc3F)c2c1=O | -4.1 | 0.4 | -0.1 | 20.1 | 10.3 | 12.4% | nt | -4.1 | -2.4
O=C(Nc1ccc(F)cc1)N1CCCCCC1 | 2.7 | 0.3 | -2.3 | 12.7 | 0.1 | -1.1% | 7.5 | 5.6 | -1.6
Cc1c(C)n(Cc2ccc(Cl)cc2)c2ccc(C(=O)N3CCN(c4ccccc4F)CC3)cc12 | -18.8 | -0.1 | 0.1 | -18.2 | 4.3 | -0.7% | nt | 8.9 | -0.3
CNC(=S)N1CCn2cccc2C1c1ccc(F)cc1 (configuration not stated) | -12.8 | -1.0 | -4.7 | -0.1 | 3.3 | 0.3% | -10.0 | 11.1 | -1.4

Following part:
SMILES | RXFP1 antag | D2 agonist | TRHR PAM | D1 antag | D1 agonist | RXFP1 agonist | D2 antag | D2 PAM | D1 potentiator
O=C(CSCc1nc2ccccc2[nH]1)N1CCN(c2ccc(F)cc2)CC1 | -5.6 | -0.4 | 4.3 | -21.3 | 8.5 | 0.1% | -11.6 | -2.0 | -5.8
O=S(=O)(Nc1ccccc1)c1ccc(-c2csnn2)cc1 | -3.4 | 0.0 | -2.7 | -21.4 | 10.4 | 0.5% | -1.8 | 8.0 | -4.3
O=C(CSc1nc2ccccc2s1)NC1CCS(=O)(=O)C1 (configuration not stated) | -12.8 | -0.3 | -4.2 | 3.2 | 2.8 | 3.0% | 4.0 | -2.6 | -2.4
O=C(NCCc1csc(-c2cccnc2)n1)c1cccc2ccccc12 | 2.9 | -0.8 | -0.2 | -20.4 | -0.1 | 0.4% | -31.2 | 6.6 | 0.3
CC(=O)c1ccc(N2CCN(C(=S)Nc3cccc(Cl)c3)CC2)cc1 | -10.8 | 0.8 | -6.0 | -36.7* | 3.7 | 14.0% | -6.0 | 11.1 | -0.4
CCOC(=O)c1c(C)oc2ccc(OC(=O)COc3c(F)c(F)c(F)c(F)c3F)cc12 | 0.4 | -1.9 | -1.7 | 2.1 | 14.3 | 0.4% | 1.2 | -7.1 | -3.2
CCOc1ccc(CNc2ccc(CNc3ncn[nH]3)cc2)cc1 | -5.1 | -1.6 | -7.8 | -2.7 | 7.8 | -0.4% | -2.9 | 0.2 | 6.4
CCOc1ccc(-c2nnc(SCC(=O)NCCc3ccccc3)nc2-c2ccc(OCC)cc2)cc1 | -11.0 | -0.5 | 6.3 | 8.7 | 0.5 | 13.0% | nt | 1.7 | -0.9
CCCC(C)NC(=O)Cc1ccccc1 (configuration not stated) | 5.3 | -1.5 | -3.2 | -1.0 | 3.6 | 3.1% | 3.4 | -1.2 | -4.2
CC(C)CCN(Cc1ccco1)C(=O)c1cc2c(s1)-c1ccccc1OC2 | nt | 0.5 | 1.9 | 4.3 | 14.4 | 4.5% | nt | -1.8 | -2.0
COc1cc(C(=O)NCc2nnc(SCC(=O)c3ccc(Cl)cc3)o2)cc(OC)c1OC | 6.5 | 0.5 | -0.6 | 4.9 | -1.4 | -0.7% | -4.1 | 12.8 | -3.5
O=C(NCC(=O)N(CC1CCCO1)C(C(=O)NC1CCCCC1)c1ccccc1)c1ccco1 (configuration not stated) | -1.5 | 0.0 | 35.9* | 5.0 | 1.1 | 0.4% | 12.7 | 8.0 | -0.9
O=C(C1CCN(S(=O)(=O)c2ccccc2F)CC1)N1CCc2ccccc2C1 | -17.1 | 0.0 | -1.9 | 10.2 | 4.7 | 1.3% | -7.6 | -0.6 | -8.9
CC(=O)Nc1ccc(S(=O)(=O)N2CCN(CC(=O)NC3CCCC3)CC2)cc1 | -5.7 | 0.0 | 2.0 | 2.6 | 1.4 | -0.8% | 6.2 | 11.3 | 5.0
CCCc1ccccc1OCCNS(=O)(=O)c1cc2c(cc1C)OCC(=O)N2 | -61.5* | 0.8 | -2.4 | -5.4 | 3.5 | 3.5% | -1.8 | -11.5 | -8.9
O=S(=O)(c1ccccc1)N1CCN(C/C=C/c2ccccc2)CC1 | 4.2 | 0.2 | 11.2 | -14.5 | 3.7 | 0.0% | -16.0 | -1.7 | -6.4
CCn1nnnc1-c1ccc(OC)c(S(=O)(=O)Nc2ccc(OC)cc2)c1 | -27.1 | -0.1 | -4.7 | -9.8 | 3.3 | -2.2% | 36.5* | -4.2 | -6.6
Cc1ccc(OCCSc2nc3ccccc3n2CC(=O)O)c(C(C)C)c1 | 7.3 | nt | 2.9 | -0.9 | 3.3 | 1.6% | nt | 14.0 | 4.5
CN(CC(=O)Nc1ccccc1Cl)C(=O)CN1C(=O)NC(c2ccccc2)(c2ccccc2)C1=O | -14.9 | -0.3 | -4.7 | 28.3 | 14.0 | 0.0% | -0.7 | 2.8 | -0.5
Cc1ccc(S(=O)(=O)N(Cc2cccc([N+](=O)[O-])c2)C(=O)N2CCN(C)CC2)cc1 | 5.8 | 0.3 | -0.1 | 7.9 | 2.8 | 1.1% | -0.8 | 2.6 | 9.0
CCOC(=O)c1c(S(=O)(=O)NCc2ccco2)c(C)n(C)c1C | 14.6 | -0.2 | -0.2 | 5.2 | -1.4 | -1.9% | 8.5 | -2.4 | -0.1
CN(C)c1ccc(NC(=O)CN2CCN(CC(=O)Nc3ccc(F)cc3)CC2)cc1 | -11.2 | 2.5 | 7.0 | 5.2 | 0.5 | -2.1% | -3.8 | 10.2 | 1.4
COC(=O)Nc1nnc(/C=C/c2ccc(OC)cc2)s1 | -2.9 | 1.6 | 1.7 | -2.2 | 4.0 | 0.7% | 30.7* | 0.6 | -3.8
CC(=O)Nc1c(-c2ccc3ccccc3c2)nc2ccccn12 | -3.0 | 0.1 | -0.6 | -3.2 | 1.7 | 3.6% | 10.2 | 4.3 | -5.9
CCc1ccc(C(=O)NNC(=O)CCN2CCN(Cc3ccccc3)CC2)cc1 | -10.7 | -0.5 | -4.5 | -1.6 | 0.5 | 0.7% | -2.4 | -20.3 | -2.1
CCCC(C(=O)NC1CCCC1)N(C(=O)Cn1nnc(-c2ccc(C)o2)n1)c1cccc(O)c1 (configuration not stated) | 3.5 | -0.8 | -4.3 | -0.5 | -0.4 | 0.1% | -1.5 | -6.2 | 4.8
COc1ccc(OC(=O)c2cc(S(=O)(=O)N3CCCC3)ccc2Cl)cc1 | -3.0 | 0.3 | -5.9 | -0.9 | 7.8 | -0.7% | -1.3 | 3.3 | -2.9
CC(C)(C)NCC(O)COc1cccc2c1CCC(=O)N2 (configuration not stated) | -10.6 | 0.6 | -1.0 | -1.3 | 2.4 | 0.9% | 3.6 | -5.1 | -1.6
Cc1ccc(OCCSc2nc3ccccc3n2CC(=O)NC(C)C)cc1 | nt | 14.6 | -3.3 | -9.6 | 0.9 | -7.2% | nt | -8.6 | 0.6
COc1ccc(CCC(=O)N2CCCC(Nc3ccccc3)C2)cc1OC (configuration not stated) | 2.9 | -0.4 | 2.1 | 8.4 | 0.8 | -3.6% | -15.2 | -1.7 | -0.5
COC(=O)c1ccc2c(=O)n(CCN3CCOCC3)c(SCC(=O)NCc3ccccc3)nc2c1 | -5.6 | 0.2 | 0.0 | 6.2 | 0.5 | 0.9% | 1.3 | nt | -1.6
O=S(=O)(Nc1ccc(F)cc1F)c1ccc(-n2cccn2)cc1 | nt | 0.4 | -1.3 | -8.7 | 5.8 | 0.7% | nt | 0.3 | -2.3
Cc1c(OC(C)C(=O)NCC(O)c2ccccc2)ccc2c3c(c(=O)oc12)CCCC3 (configuration not stated) | 8.1 | -1.4 | 5.1 | -3.4 | 5.1 | -1.1% | -10.4 | 2.0 | -0.8
CCCCCC(=O)NNC(=S)NC(=O)c1ccc([N+](=O)[O-])cc1 | 17.3 | -0.1 | -7.6 | -19.7 | 3.7 | 0.3% | 3.9 | 9.1 | -4.5
